Compound activity deposited in PubChem by National Center for Advancing Translational Sciences (NCATS).
TbPYK inhibitor: qHTS of Trypanosoma Brucei Inhibitors; TbPYK enzyme, Kinase-Glo Plus ATP luminescence, 45 min; pyruvate kinase (Trypanosoma brucei), Q57TT1; 410,000 tested, 0.12% active; Potency, µM (highest dose often 76.8 µM), inactives show at the highest dose activity, negative = inhibition, most hits filed as inhibitors; active = well fitted inhibition curve with a large enough effect; inconclusive = small, poorly fitted or top-dose-only effect; also: nearly all actives have a fitted effect of over 50% in size
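Glycolytic pyruvate kinase of T. brucei was incubated with substrate, test compound and 130 uM ADP for 45 minutes at room temperature. Luminescent Kinase-Glo Plus signal was measured after 10 minutes.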
The depositor's hits bear a star; ? = inconclusive; [ ] = remark or other dose. % is scaled to controls: 0 for no effect and ±100 for the full control effect; potency is read from the fitted curve at half-maximal effect.

compound,TbPYK inhibitor
Cc1nc2n[nH]c(N)c2nc1C,0%
COc1cc(-c2noc(-c3cc(C(C)C)[nH]n3)n2)cc(OC)c1OC,1%
Cc1ccc(-n2c(=O)c3c(C)c(C(=O)N(C)C)sc3n(Cc3ccccc3C)c2=O)cc1C,1%
c1ccc(CN2CC[C@@H](Nc3nccn4ccnc34)C2)cc1,0%
CCn1cc(C(=O)NCCc2ccc(Cl)cc2)c(=O)c2cc(S(=O)(=O)N3CCCCCC3)ccc21,4%
CC1(C)CC(=O)C=C(c2ccc(COC(=O)Cc3ccccc3)cc2)C1=O,3%
C[C@H]1CN([C@@H](C)CO)S(=O)(=O)c2ccc(Br)cc2O[C@H]1CN(C)C(=O)c1cccc(F)c1,-14%
CC1(C)CC(=O)C=C(c2n[nH]nc2C2CC2)C1,1%
CCc1nc2c(OCCOC)cccn2c1N(C)C(=O)c1ccc(C)cc1,-1%
O=C1Nc2ccc(S(=O)(=O)Nc3ccccc3O)c3cccc1c23,-3%

Three consecutive records from above, quoted:
compound,TbPYK inhibitor
Cc1nc2n[nH]c(N)c2nc1C,0%
COc1cc(-c2noc(-c3cc(C(C)C)[nH]n3)n2)cc(OC)c1OC,1%
Cc1ccc(-n2c(=O)c3c(C)c(C(=O)N(C)C)sc3n(Cc3ccccc3C)c2=O)cc1C,1%

Next part.
compound,TbPYK inhibitor
Cc1ccc(P(=O)(c2ccc(C)cc2)[C@@H](NC(c2ccccc2)c2ccccc2)c2ccccc2)cc1,-3%
COc1cc(Cl)c(NC(=O)CN(C)S(=O)(=O)c2ccc3[nH]c4c(c3c2)CCCC4)c(OC)c1,1%
Cc1ccc(S(=O)(=O)NC(=O)C2(C)CCN2C(=O)Cc2cc(F)ccc2F)nc1 (stereo unspecified),6%
COc1ccccc1CCNC(=O)c1cc2c(=O)n3cccc(C)c3nc2n1C,-2%
CCOc1ccc(-c2cnc(NCc3ccc(OC)cc3OC)n2C)cc1,10%
Cc1ccc(CNC(=O)c2cnn(-c3cccc(C)c3)c2C2CCN(C(=O)OC(C)(C)C)CC2)cc1,1%[15.4 µM]
Cc1ccc(C(=O)N2CCN(Cc3cc(=O)n4nc(-c5ccccc5)sc4n3)CC2)cc1,-7%
Cc1cccc(OCCCCn2c(C3CC(=O)N(c4ccccc4Cl)C3)nc3ccccc32)c1 (stereo unspecified),0%
CCOc1ccc(C(=O)NCCSc2c(C)[nH]c3ccccc23)cc1OCC,-3%
O=C(O)C1C2CCC1C(O)C2 (stereo unspecified),-5%
CCOc1ccc(OCC)c(NS(=O)(=O)c2ccc(-c3coc(C)n3)cc2)c1,0%
C[C@H]1CN([C@@H](C)CO)S(=O)(=O)c2ccc(-c3ccccc3)cc2O[C@H]1CN(C)C(=O)C1CCC1,-1%
Fc1cccc(Cc2c(-c3ccc(Cl)cc3)nc3ccc(Br)cn23)c1,-2%
CCCCOc1ccc(C(=O)NCCc2csc(-c3ccc(OC)cc3)n2)cc1,-1%
O=C(c1csnn1)N1CCC[C@@]2(CCN(c3ccccc3)C2)C1,-3%
Cc1oc2ncn(CC(C)C)c(=O)c2c1C(=O)N(CCN(C)C)Cc1ccccc1,1%
COc1ccccc1N1CCN(c2ccc3c(c2)S(=O)(=O)c2cccc(C(=O)NCc4cccc(F)c4)c2C3=O)CC1,0%
OC[C@@H]1CN(CCN2CCOCC2)C[C@H](n2cnc3c(Nc4ccccc4)ncnc32)O1,-2%
Cc1ccc(C)c(N2CCN(C(=O)CCc3nnc4n(CC(C)C)c(=O)c5ccccc5n34)CC2)c1,-2%
CCCCN1C(=O)C(CC(=O)NCC2CCCCC2)CC(C(=O)N(C(C)C)C(C)C)=C1C (stereo unspecified),-15%
Cc1ccsc1CNC(=O)C1(C)CCN1C(C)C (stereo unspecified),9%
Cc1cccc(-n2c(Cc3ccccc3)nnc2SCc2nc(-c3cccs3)no2)c1,-16%
CCN(CCc1ccccc1)c1ccc2c(c1)C1CC2CCN1Cc1ccccc1 (stereo unspecified),?
CCOc1ccc(-c2nc3c(c(SCC(=O)N4CCCCC4)n2)Cc2ccccc2O3)cc1,2%
CC1CCCN(C(=O)CSc2c3c(nc4cc(Cl)ccc24)CCCC3)C1 (stereo unspecified),-1%
O=C(CSc1nc(=O)n(CCN2CCOCC2)c2c1CCC2)Nc1ccc(Cl)c(Cl)c1,6%
COc1ccc(-c2nc(CSc3nncn4c3cc3sccc34)c(C)o2)cc1OC,3%
CCOc1ccc(OCC)c(NS(=O)(=O)c2cc(-c3onc(C)c3C)ccc2OC)c1,1%
Cc1c2cnn(CC(=O)NCc3ccc(F)cc3)c(=O)c2c(C)n1Cc1cccc(Cl)c1,4%
O=C(Nc1ccccc1Br)N1CCC(CN2CCCC2)CC1,1%
Cc1cc(C)cc(N2C(=O)CSC23C(=O)N(CC(N)=O)c2ccccc23)c1 (stereo unspecified),2%
COc1ccc(N2CC(NC(=O)C3CC3)CC2=O)cc1OC (stereo unspecified),0%
COc1ccc(C#Cc2ccc3c(c2)O[C@H](CN(C)S(=O)(=O)c2ccccc2F)[C@H](C)CN([C@H](C)CO)S3(=O)=O)cc1,-7%
CCCSc1nc(-c2ccccc2)[nH]c1S(=O)(=O)c1ccc(C)cc1,-18%
O=C(NCc1ccco1)c1ccc2sc([C@H]3C[C@H](O)[C@@H](CO)O3)nc2c1,2%
CC(C)CNC(=O)C1(C)CCCN1C(=O)c1ccncc1 (stereo unspecified),-5%
CCc1ccc(CN(C(=O)Nc2cccc(Cl)c2)c2ccccn2)cc1,1%
CC(C)(C)n1nnnc1C(c1ccccc1)N1CCN(c2ccc(C(F)(F)F)cn2)CC1 (stereo unspecified),10%
C#CCCC[C@@H]1OC(=O)CNC(=O)C([C@@H](C)CC)NC(=O)[C@@H]2CCCN2C(=O)C([C@@H](C)CC)OC(=O)[C@H](Cc2ccccc2)N(C)C(=O)[C@H](C(C)C)NC(=O)C1(C)C (stereo partly specified),0%
CCC(Sc1nnc(C)n2c1cc1sccc12)C(=O)Nc1ccccc1F (stereo unspecified),1%
O=C(N[C@@H]1N=C(c2ccccc2F)c2cccc3c2N(CC3)C1=O)c1cc2ccccc2[nH]1,2%
Cc1cc2n(n1)CCCN2C(=O)Nc1ccccc1C(F)(F)F,1%
C#CC(C)(CC)NC(=O)Cn1nnc(-c2ccc(OCc3ccccc3Cl)cc2)n1 (stereo unspecified),1%
COCCNC(=O)CSc1nc(-c2ccc(C)cc2)[nH]c1-c1ccc(OC)cc1,-2%
CCn1nc(C)c2c(-c3ccccc3)cc(=O)n(C(C)C(=O)Nc3ccc(OC)c(OC)c3)c21 (stereo unspecified),-1%
Cc1ccc(CN2CCC(C(=O)c3ccc(F)cc3)CC2)cc1,4%
COc1ccc(C2(Nc3cccc(F)c3)C(=O)c3ccccc3C2=O)cc1,-2%
COc1ccc(Cn2cc(CN3CC(N4CCN(C)CC4)CS3(=O)=O)nn2)cc1 (stereo unspecified),0%
CC1(C(=O)NCc2cccs2)Cc2c(-c3ccccc3)ccnc2O1 (stereo unspecified),-2%
COc1ccc(C(=O)Nc2nc(-c3nnn(-c4cc(OC)ccc4OC)c3C)ns2)cc1,0%

(further entries)
compound,TbPYK inhibitor
COc1ccc(N2CCN(C(=O)Cc3noc4ccc(C)cc34)CC2)cc1,0%
COc1ccc(NC(=O)C(NC(=O)/C=C\c2ccc3c(c2)OCO3)c2ccc(C)cc2)cc1 (stereo unspecified),-2%
COc1ccccc1-c1nn(CCC(=O)Nc2cccc(C(C)=O)c2)c2nc(C)cc(C)c12,1%
COCCNC(=O)c1ccc(-c2nc(CS(=O)(=O)c3ccccc3)c(C)o2)cc1,0%
COc1ccc(-c2nc3ccc(Br)cn3c2CC(C)(C)C)cc1OC,5%
CCCN(CCC)Cc1cc(=O)oc2cc(OC)c(Cl)cc12,-2%
N#C/C(=C\c1ccc(-c2cccc(Cl)c2)o1)C(=O)Nc1cccc(C(F)(F)F)c1,-4%
COc1cccc(-c2cc(C(=O)NCCc3ccc(OC)c(OC)c3)no2)c1,4%
CSCCC(NC(=O)C1CCCCC1)C(=O)Nc1ccc(F)c(Cl)c1 (stereo unspecified),2%
COc1cccc(N2CC(NC(=O)C3CCCC3)CC2=O)c1 (stereo unspecified),1%

Molecules listed so far containing two or more sulfur atoms, in the order listed:
compound,TbPYK inhibitor
Cc1cccc(-n2c(Cc3ccccc3)nnc2SCc2nc(-c3cccs3)no2)c1,-16%
COc1ccc(-c2nc(CSc3nncn4c3cc3sccc34)c(C)o2)cc1OC,3%
COc1ccc(C#Cc2ccc3c(c2)O[C@H](CN(C)S(=O)(=O)c2ccccc2F)[C@H](C)CN([C@H](C)CO)S3(=O)=O)cc1,-7%
CCCSc1nc(-c2ccccc2)[nH]c1S(=O)(=O)c1ccc(C)cc1,-18%
CCC(Sc1nnc(C)n2c1cc1sccc12)C(=O)Nc1ccccc1F (stereo unspecified),1%

Next section.
compound,TbPYK inhibitor
COc1ccc(OC)c(NC(=O)c2c(NCc3cccs3)sc3c2CCCCC3)c1,?
COc1ccc(OC)c(NC(=O)Cn2c(=O)cc(C)c3c(C)nn(-c4cccc(Cl)c4C)c32)c1,5%
COc1ccc(NC(=O)c2sc3nc(-c4cc5ccc(OC)cc5oc4=O)[nH]c(=O)c3c2C)cc1,1%
CCOc1ccc(CNS(=O)(=O)c2c(C(=O)N3CCCCCC3)c(C)n(C)c2C)cc1OC,-2%
COc1ccc(-c2cc(C(F)(F)F)n3nc(C(=O)Nc4cccc(Cl)c4Cl)cc3n2)cc1OC,1%
Cc1cccn2c(=O)cc(COc3ccc(NC(=O)C(C)C)cc3)nc12,-4%
COc1ccc2c(C)c(CC(=O)NCc3ccccc3Cl)c(=O)oc2c1OC,0%
Cc1cc(NC(=O)c2ccc(NC(=O)CCS(=O)(=O)c3cccs3)cc2)ccc1Br,-8%
CCc1nn2c(=O)cc(COC(=O)Cc3ccccc3)nc2s1,-6%
Cc1ccccc1Nc1nn2c(=O)c3ccc(C(=O)NCc4cccs4)cc3nc2s1,0%
COc1cc(C(=O)N2CCCC(C)(C(=O)NS(=O)(=O)C3CC3)C2)cc(OC)c1OC (stereo unspecified),-9%
CC(C)(C)C(=O)Nc1ccc2nc(SCc3ccccc3)sc2c1,-8%
O=[N+]([O-])c1ccc(S(=O)(=O)N2CCN(c3ccccn3)CC2)cc1,5%
CCc1ccc(N2CCn3c2nc2c3c(=O)n(CCc3ccccc3)c(=O)n2C)cc1,7%
CCCCN1C(=O)C(CC(=O)NCc2ccco2)CC(C(=O)N(CC)CC)=C1C (stereo unspecified),-2%
COCCNc1ncnc2c1ncn2[C@H]1CN(CCc2ccccc2)C[C@@H](CO)O1,2%
COC(=O)c1c(NC(=O)c2cc3ccccc3c(=O)o2)sc2c1CCCC2,0%
COc1ccc(CCNC(=O)c2cccc(-n3c(C)nc4cccnc43)c2)cc1OC,-2%[15.4 µM]
COc1ccc(N2CCN(C(=O)Oc3ccc([N+](=O)[O-])cc3)CC2)cc1,2%
CCc1ccc2oc(C(=O)NCc3ccccc3)cc(=O)c2c1,-4%
CCN(CC)S(=O)(=O)c1ccc2c(c1)N(CC(=O)NCCc1ccc(OC)c(OC)c1)C(=O)CO2,-1%[15.4 µM]
CCc1c(O)nc(SCC(=O)Nc2ccc(Cl)cc2)n(-c2ccccc2)c1=O,-2%
O=C(CCC(=O)N1CC2CCCN2c2ccccc21)NCc1cccc(Cl)c1 (stereo unspecified),3%
COc1ccc(NC(=O)c2cc(C3CCCCN3C(=O)CCCc3ccccc3)on2)c(C)c1 (stereo unspecified),6%
Cc1ccc2c(C)c(C(=O)NCC3CCOCC3)oc2c1C,-4%
COc1ncc2nc(-c3ccc(F)cc3)c(=O)n(CCC#N)c2n1,5%
NC(Cc1ccc(C(F)(F)F)cc1)c1csc(Nc2nncc3ccccc23)n1 (stereo unspecified),-2%
CCN(CC)C(=O)Cn1cc(S(=O)(=O)CC(=O)Nc2cccc(NC(C)=O)c2)c2ccccc21,-5%
C=CCn1c(SCC(=O)Nc2ccc(Br)cc2)nc(O)cc1=O,-10%
COCCN(C(=O)COC(=O)CCC1CCCCC1)c1c(N)n(Cc2ccccc2)c(=O)[nH]c1=O,0%
CC(C)CN(C(=O)COC(=O)CCSc1ccc(Cl)cc1)c1c(N)n(Cc2ccccc2)c(=O)[nH]c1=O,4%
NC(c1ccncc1)c1ccc(Cl)cc1 (stereo unspecified),6%
CCOc1ccc(CNc2cc(C)nc3nc(-c4cccc(C)c4)nn23)cc1OC,-2%
CCCCNC(=O)CCCN1C(=O)c2ccccc2Sc2ncccc21,1%
CC(C)(C)OC(=O)N1CCC(c2c(C(=O)NC3CCCCC3)cnn2-c2cccc(Cl)c2)CC1,-1%
COc1cc2oc(=O)cc(CN3CCCCCCC3)c2cc1Cl,-2%
Cc1ccc(NC(=O)Cc2csc(C)n2)c(C)c1,-2%
Cc1ccccc1NC(=O)c1cc(S(=O)(=O)N2CCCCC2)ccc1N1CCOCC1,0%
CCc1cc(-c2cnnn2CCc2c[nH]c3ccccc23)ccc1-c1cn(CC(C)C)nn1,-3%
CCC(=O)NC1CC(=O)N(c2ccc3c(c2)OCCO3)C1 (stereo unspecified),-9%

Only part of the results is shown; count on the stated rates, not on these rows.
